RBX1-CUL1 inh – blocks human RBX1-Cullin-1 di-ubiquitin formation; P62877+Q13616; in vitro K48 di-Ub FRET, acceptor:donor ratio, 45 min; inhibition, % at 10 µM; 0.6% of 140,000 active; AID 1347404; in the data active = inhibition above about 25%
Target sequence (P62877 whole entry, looked up): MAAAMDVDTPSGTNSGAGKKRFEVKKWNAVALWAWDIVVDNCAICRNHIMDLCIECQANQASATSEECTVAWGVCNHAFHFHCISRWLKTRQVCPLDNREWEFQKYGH
Target sequence (Q13616 whole entry, looked up): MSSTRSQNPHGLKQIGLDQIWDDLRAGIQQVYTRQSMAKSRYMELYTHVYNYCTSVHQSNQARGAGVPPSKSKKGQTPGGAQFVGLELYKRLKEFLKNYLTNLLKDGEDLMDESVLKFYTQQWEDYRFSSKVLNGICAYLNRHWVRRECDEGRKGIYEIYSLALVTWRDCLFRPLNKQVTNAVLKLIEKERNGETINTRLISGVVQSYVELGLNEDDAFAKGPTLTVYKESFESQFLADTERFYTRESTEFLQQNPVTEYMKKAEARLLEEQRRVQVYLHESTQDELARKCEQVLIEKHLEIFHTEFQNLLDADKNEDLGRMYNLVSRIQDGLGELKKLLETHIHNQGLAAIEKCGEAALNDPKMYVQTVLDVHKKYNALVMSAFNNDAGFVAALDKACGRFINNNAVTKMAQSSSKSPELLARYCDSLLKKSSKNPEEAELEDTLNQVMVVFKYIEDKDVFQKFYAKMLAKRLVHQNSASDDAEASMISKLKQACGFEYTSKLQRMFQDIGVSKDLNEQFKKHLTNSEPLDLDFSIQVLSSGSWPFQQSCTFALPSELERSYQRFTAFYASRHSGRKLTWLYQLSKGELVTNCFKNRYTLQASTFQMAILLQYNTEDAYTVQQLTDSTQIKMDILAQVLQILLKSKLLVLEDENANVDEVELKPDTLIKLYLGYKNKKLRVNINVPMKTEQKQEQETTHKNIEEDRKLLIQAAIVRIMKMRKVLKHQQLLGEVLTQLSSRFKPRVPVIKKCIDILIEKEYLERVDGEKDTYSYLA
Active calls of the source: *. Not all compounds are listed, so the mix of outcomes need not match the whole.

SMILES	RBX1-CUL1 inh
CCC(=O)Nc1ccccc1-c1nc2ccccc2n(CC(=O)Nc2ccc(C)c(C)c2)c1=O	3
CCCCCCSc1nnc2c(n1)OC(c1ccc(-c3ccc([N+](=O)[O-])cc3C)o1)N(C(C)=O)c1ccccc1-2 (configuration not stated)	-9
CC(Oc1ccc(Br)cc1Br)C(=O)Nc1nc2ccccc2s1 (configuration not stated)	-9
CCCn1ncc(CN(CCOC)CC2CCCN(C3Cc4ccccc4C3)C2)c1C (configuration not stated)	3
Cc1nc(C2CCCN(S(=O)(=O)c3cn(C)c(C)n3)C2)cc(=O)[nH]1 (configuration not stated)	-1
Cc1cc(C)c(S(=O)(=O)N2CCN(Cc3nc4ccc(C)cc4o3)CC2)c(C)c1	-6
Clc1ccc(-c2nnc(Nc3ccccc3)s2)c(Cl)c1	-3
CCN(CC)c1c([N+](=O)[O-])c(=O)sc2ccccc12	-12
Cc1ccc(C2C3CN(C)CC=C3C(C#N)C(=N)C2(C#N)C#N)c(C)c1 (configuration not stated)	2
CC1=C(C(=O)N2CCN(c3ccc(Cl)cc3)CC2)C2(CCC(C)CC2)OC1=O (configuration not stated)	-1
COc1ccc(C2Nc3ccccc3C(=O)N2Cc2ccccc2)cc1Cn1cc([N+](=O)[O-])cn1 (configuration not stated)	4
Cn1c(=O)n(C)c2cc(N3CCCCC3)c(NC(=O)Nc3ccc(Br)cc3)cc21	-1
CC(C)NC(=O)N1[C@H](c2cccs2)[C@@H](C)C(=O)[C@@H](C)[C@@H]1c1cccs1	1
COc1ccccc1OC/C=C/CN1CCN(C)CC1	-3
Cc1nc(-c2ccncc2)ncc1C(C)NCc1nc(C)c(C)nc1C (configuration not stated)	11
COc1ccc(CNCCCOC(C)C)cc1OCC(O)CN(C)C(C)C (configuration not stated)	1
Cc1ncc(CN2CCOC(Cc3cccc(C(F)(F)F)c3)C2)n1C (configuration not stated)	-9
CCOc1ccc(C2CC(=O)NC3=C2C(=O)CCC3)cc1 (configuration not stated)	0
O=C(NCCC1=CCCCC1)c1ccc(CN2CCCCC2)cc1	7
COc1ccc2ccccc2c1/C=N/NC(=O)c1ccc([N+](=O)[O-])cc1	-2
COc1ccc(S(=O)(=O)NCC2CCCN(Cc3ccccn3)C2)cc1 (configuration not stated)	3
CCOC(=O)c1cccc(NC(=O)N2CCC(CN3CCc4ccccc4C3)CC2)c1	2
O=C(CSc1nc2sc3c(c2c(=O)n1-c1ccccc1)CCC3)Nc1ccc(Br)cc1	-9
O=C(O)c1cccc(-c2cn(C3CCN(Cc4ccsc4)CC3)nn2)c1	-1
COc1ccc(C(=O)N2CCN(c3ccccc3)CC2)cc1C	-1
CC1CCCCN1S(=O)(=O)c1cc2c(=O)nc3ccccn3c2cc1Cl (configuration not stated)	-3
COc1ccc(-c2csc(NC(=O)c3cc4cccc(OC)c4oc3=O)c2C#N)cc1OC	-6
CC(=O)OC1COC(N2C(=O)C(=O)c3ccccc32)C(OC(C)=O)C1OC(C)=O (configuration not stated)	5
O=C1N=C(Cc2ccc(-c3ccccc3)o2)C(=O)N1	7
CC(C)Oc1ccccc1C=C1C(=O)OC(c2ccccc2)OC1=O (configuration not stated)	1

2 records picked at random from those above, as already listed:
SMILES	RBX1-CUL1 inh
CC(=O)OC1COC(N2C(=O)C(=O)c3ccccc32)C(OC(C)=O)C1OC(C)=O (configuration not stated)	5
COc1ccccc1OC/C=C/CN1CCN(C)CC1	-3

(list continues)
SMILES	RBX1-CUL1 inh
O=C(CSc1nc2[nH]ncc2c(=O)n1-c1ccccc1)Nc1nc(-c2ccccc2)ns1	12
COc1ccc(NC(=O)CSc2nnc(CSc3nc(C)cc(C)n3)n2-c2ccccc2)c(OC)c1	-2
O=c1oc2ccccc2c(N2CCOCC2)c1[N+](=O)[O-]	-4
COc1ccc(OC)c(-c2nnc3n(CCc4ccccc4)c(=O)c4ccccc4n23)c1	-5
c1ccc2c(c1)CC(N1CCCCC1)c1ccccc1N2 (configuration not stated)	0
Cc1cc2nc(-c3cccc(NC(=O)C(C)C)c3C)oc2cc1C	-6
C=CCOc1ccc(C(=O)C2C(=O)C(=O)N(c3nccs3)C2c2cccc(Br)c2)cc1 (configuration not stated)	11
COc1ccc(N2C(=O)C(C)SC23C(=O)Nc2ccccc23)cc1 (configuration not stated)	3
CCCN(CCC)CCNC(=O)c1cc2c(-c3ccc(Cl)cc3)nn(C)c2s1	7
COc1ccc(CCC2CCCN(C(=O)c3ccnn3C)C2)cc1 (configuration not stated)	1
CC(=O)c1ccc(NC(=O)c2ccc3c(c2)nnn3C2CCCC2)cc1	-6
CCc1noc(C)c1C(=O)Nc1ccc(F)cc1C	-3
CCCN(C(=O)Cn1nc(Cc2cccnc2)c2ccccc2c1=O)c1ccc(C(C)C)cc1	8
COc1ccc(C2OC(=O)Cc3cc(OC)c(OC)cc32)cc1 (configuration not stated)	4
CCOc1ccc(C2c3c(-c4ccccc4O)n[nH]c3C(=O)N2Cc2cccnc2)cc1OC (configuration not stated)	7
C=C1C2(C(=O)Nc3ccc(SC(F)F)cc3)CCC(C2)C1(C)C (configuration not stated)	-1
C=CCCC(=O)N1CCC(N2CCCC(C(=O)NCc3ccccc3)C2)CC1 (configuration not stated)	4
CCOC(=O)C1=NN(c2cccc(Cl)c2)C2=NC(C)=C(C(=O)OC)C(c3cccs3)N12 (configuration not stated)	-2
CCC1CCCCN1C(=O)CSc1nc(-c2ccc(OC)c(OC)c2)cc(C(F)(F)F)n1 (configuration not stated)	6
CCCCCCN1C(=O)C(=O)N(Cc2ccccc2)C1=O	-7
CC1(C)CC(=O)C2C(=Nc3nc(-c4ccccc4)nn3C2c2cccnc2)C1 (configuration not stated)	8
CCOC(=O)c1c(NC(=O)c2ccc(C)c3ccccc23)sc2c1CCCC2	3
Cc1nn2cc([N+](=O)[O-])cnc2c1Br	0
O=C(Nc1ccc(-c2nnc(-c3ccco3)o2)cc1)c1ccc(I)cc1	-5
O=C(NC1CCCCC1)c1cccnc1	-6
Fc1ccc(NC2CCCN(Cc3ccn[nH]3)C2)cc1F (configuration not stated)	-9
O=C(Nc1ccc(Cl)cc1OC(=O)N1c2ccccc2Sc2ccccc21)N1c2ccccc2Sc2ccccc21	3
COc1ccc2c(c1)CC/C(=C\c1ccc(N(C)C)cc1)C2=O	3
CCCC(C)NC(=O)c1ccccc1Cl (configuration not stated)	11
Cc1nc(-c2cccc(C(=O)N3CCC(c4cc(=O)[nH]cn4)CC3)c2)no1	3
COc1cccc(N(CC(=O)OCC(=O)c2ccccc2)S(=O)(=O)c2ccc(Cl)cc2)c1	-2
COC(=O)c1ccccc1-c1ccc(/C=C2\C(=O)N(CCO)C(=O)C(C#N)=C2C)o1	-1
CCCCCCCCOc1ccc(-c2ccc(C3(O)CCC4(CC3)OCCO4)cc2F)cc1	4
CCc1ccc(S(=O)(=O)NC(C)c2ccccc2)cc1 (configuration not stated)	-10
O=C(c1ccc(Cl)cc1)n1cccn1	9
O=C(c1n[nH]c2c1CCC2)N1CCc2[nH]nc(-c3ccccc3F)c2C1	4
CCOC(=O)c1cccc(NC(=O)CCn2nc(C)c(S(=O)(=O)N3CCCCC3)c2C)c1	3
COC(=O)C1=C(C)N=C(C)C(C(=O)OC)C1c1cccc(OCC(=O)Nc2ccccc2)c1 (configuration not stated)	-1
CCOC(=O)N1CCN(S(=O)(=O)c2ccc(Br)c(OCC)c2)CC1	3
COc1ccc(CC2=NOC(CNC(=O)Cc3c(C)[nH]c4ccccc34)C2)cc1 (configuration not stated)	-2
Cc1cc(Cl)ccc1NC(=O)CN1CCN(c2ccccc2F)CC1	10
Cc1cn2c(nc3c2c(=O)n(Cc2ccc(Cl)cc2)c(=O)n3C)[nH]1	14
CC#CCN(Cc1ccco1)C(=O)C1CCCN(C2CCN(C(C)C)CC2)C1 (configuration not stated)	7
CC(C)OC(=O)C1(N2CCCCC2)c2ccccc2-c2ccc(Cl)cc21 (configuration not stated)	8
CC1=CN2C(=N)/C(=C/c3cn(CCCOc4ccc(C)cc4)c4ccccc34)C(=O)N=C2S1	4
Cn1c(SCc2cccc(F)c2)nnc1C1CCCC1	9
CCN1CCOC(=O)C1CC(=O)Nc1ccc(Br)cc1 (configuration not stated)	0
c1ccc(NC(=NC2CCCCC2)C(=NC2CCCCC2)Nc2ccccc2)cc1	-2
Nc1nc(SCC(=O)c2ccc(Cl)cc2)nc2sc3c(c12)CCN(Cc1ccccc1)C3	4
Cc1cccc(OCC(=O)Nc2ccc(S(=O)(=O)N(Cc3ccccc3)c3ccccc3)cc2)c1	-7

Next results
SMILES	RBX1-CUL1 inh
O=c1/c(=C/c2cc(Cl)ccc2O)sc2nc3ccccc3n12	-6
CCCN(CC1CCCO1)C(=O)CCc1nnc(-c2ccccc2)o1 (configuration not stated)	-2
COC(=O)C(NNc1ccccc1)(NC(=O)Cc1ccccc1)C(F)(F)F (configuration not stated)	-2
Cc1ccc(NC(=O)c2c(NC(=O)c3ccccc3)sc3c2CCC3)cc1	-2
C/C(=N\NC(=O)c1nn(C)cc1Br)c1ccncc1	5
CC(=O)Oc1ccc2occ(C(=O)c3cccs3)c2c1	-5
COc1ccc(OC(=O)N2CCOCC2)cc1	3
CCC(C)NC(=O)Cn1c(=O)n(-c2ccc(C)c(C)c2)c(=O)c2c3c(sc21)CCCCC3 (configuration not stated)	3
COc1ccc(-n2nc(C(=O)Nc3cccc(Cl)c3)c3c4ccccc4n(C)c3c2=O)cc1Cl	1
COc1ccc(CN(Cc2ccco2)C(=O)COc2ccccc2Cl)cc1	1
CCc1ccccc1Nc1cc(C(=O)NCCc2ccccc2)c2ccccc2n1	0
O=C(Nc1sc2c(c1C(=O)NCc1ccccc1)CCCC2)c1cc(=O)c2cc(Cl)ccc2o1	2
O=S(=O)(c1ccccc1)c1nnn2c1nc(NCc1ccccc1)c1cc(Cl)ccc12	1
CCOc1cccc(C(=O)Nc2ccc3oc(-c4ccc(C(C)(C)C)cc4)nc3c2)c1	5
O=C(Cc1ccc(F)cc1)Nc1cccc(Cl)c1Cl	-4
COC(=O)c1scc(-c2ccccc2)c1S(=O)(=O)Nc1cccc(C)c1C	-11
CCN(CC)S(=O)(=O)c1cc(C(=O)Oc2ccc(C)cc2-n2nc3ccccc3n2)ccc1Br	1
COc1ccc(/C=C/C(=O)Nc2sc3c(c2C(N)=O)CCCCCC3)cc1	-5
CCn1c(=O)c2c(nc3oc(C(C)(C)C)cn32)n(C)c1=O	3
CC1=CC(C)(C)NC(=S)N1c1ccc2ccccc2c1	-5
CCCCOc1ccc(NC(=O)CC2C(=O)N(c3ccc(Cl)cc3)C(=S)N2c2cnn(Cc3ccc(F)cc3)c2)cc1 (configuration not stated)	-3
COc1ccccc1CCNC(=O)Cc1c(C)c2cc(Cl)c(O)cc2oc1=O	-1
COc1ccc(NC(=O)CSc2nc3ccccc3nc2N2CCCCC2)cc1	4
C/C(=N/NC(=O)c1ccccc1I)c1cccc(N)c1	7
COc1ccc(-c2cc(C)no2)cc1S(=O)(=O)N1CCN(c2cccc(C)c2)C(C)C1 (configuration not stated)	-1
Cc1ccc2c(c1)C(=O)OC(C(=O)Nc1ncc(Cc3ccc(C(C)C)cc3)s1)C2 (configuration not stated)	-6
COc1ccccc1CNC(=O)CN1C(=O)COc2ccc(S(=O)(=O)N3CCC(C)CC3)cc21	11
O=C(Cc1noc2ccccc12)Nc1ccccc1Cl	4
COc1ccccc1CCN1CCCC(CN(C)C(=O)c2cscn2)C1 (configuration not stated)	3
OCC1CCN(c2ncc3c(n2)CCCC3NCc2cccc(F)c2)CC1 (configuration not stated)	-14
Cc1cccc(NC(=S)NCc2ccccc2)n1	-7
COCCNS(=O)(=O)c1ccc2c3c(cccc13)C(=O)N2C	-11
COc1cc(C=C2C(=O)NC(=S)NC2=O)cc(Cl)c1O	5
C/C(=N/Nc1nc(-c2ccc(Cl)cc2)cs1)c1ccc([N+](=O)[O-])cc1	-4
CC(C)c1n[nH]c2c1CN(C(=O)c1cc3sccc3[nH]1)CC2	8
Cc1cc(C)nc(SCCC(=O)NC(C)(C)C)n1	0
COc1cccc(CCC2CCCN(C(=O)c3ccccn3)C2)c1 (configuration not stated)	-1
COc1cccc(-c2ccc3c(N)c(C(=O)Nc4ccc(Br)c(C)c4)sc3n2)c1	9
CC1CCN(S(=O)(=O)c2ccc3c(c2)N(CC(=O)NCc2ccccc2)C(=O)CO3)CC1	-3
Cc1cc2sc(C)c(C)n2c1C=S	-13
O=C(CSCc1ccccc1)Nc1ccccc1C(=O)N1CCOCC1	-1
COc1ccccc1OC(=O)C1CCCC1	-1
CN1CCC(NC(=O)c2ccc(Cl)cc2Cl)CC1	6

Arranged by number of heavy atoms (high to low): some entries from above.
SMILES	RBX1-CUL1 inh
CCCCOc1ccc(NC(=O)CC2C(=O)N(c3ccc(Cl)cc3)C(=S)N2c2cnn(Cc3ccc(F)cc3)c2)cc1 (configuration not stated)	-3
COc1ccccc1CNC(=O)CN1C(=O)COc2ccc(S(=O)(=O)N3CCC(C)CC3)cc21	11
CC1CCN(S(=O)(=O)c2ccc3c(c2)N(CC(=O)NCc2ccccc2)C(=O)CO3)CC1	-3
COc1ccc(-c2cc(C)no2)cc1S(=O)(=O)N1CCN(c2cccc(C)c2)C(C)C1 (configuration not stated)	-1
Cc1ccc2c(c1)C(=O)OC(C(=O)Nc1ncc(Cc3ccc(C(C)C)cc3)s1)C2 (configuration not stated)	-6
COc1ccc(NC(=O)CSc2nc3ccccc3nc2N2CCCCC2)cc1	4
COc1ccccc1CCNC(=O)Cc1c(C)c2cc(Cl)c(O)cc2oc1=O	-1
OCC1CCN(c2ncc3c(n2)CCCC3NCc2cccc(F)c2)CC1 (configuration not stated)	-14
COc1ccccc1CCN1CCCC(CN(C)C(=O)c2cscn2)C1 (configuration not stated)	3
C/C(=N/Nc1nc(-c2ccc(Cl)cc2)cs1)c1ccc([N+](=O)[O-])cc1	-4
COc1cccc(CCC2CCCN(C(=O)c3ccccn3)C2)c1 (configuration not stated)	-1
COCCNS(=O)(=O)c1ccc2c3c(cccc13)C(=O)N2C	-11
COc1cc(C=C2C(=O)NC(=S)NC2=O)cc(Cl)c1O	5
Cc1cccc(NC(=S)NCc2ccccc2)n1	-7
COc1ccccc1OC(=O)C1CCCC1	-1
Cc1cc2sc(C)c(C)n2c1C=S	-13

Compound activity deposited in PubChem by Icahn School of Medicine at Mount Sinai.
